# Screening results from PubChem BioAssay.
# KB-V1 MDR tox: kills drug-selected multidrug resistant KB-V1 cells; KB-V1 MDR cells viability, CellTiter-Glo, 72 h; 3.4% of 400,000 active; Potency, µM (top dose mostly 46.1 µM), inactives show at the highest dose activity change, negative = cytotoxicity, most hits filed as cytotoxic; note: potency is the fitted concentration of half-maximal effect; % is set by controls: 0 for no effect and ±100 for the full control effect; nearly all actives have a fitted effect of over 60% in size
#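 Cells of the MDR subline KB-V1 are plated, dosed with compound at multiple concentrations, and incubated 72 h at 37 degrees C; CellTiter-Glo is then added and luminescence read after 10 min.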
# HT1080 IDH1KD tx: HT-1080 IDH1 knockdown cell toxicity (counter line) | 2% of 360,000 active | AID 686971 | HT-1080 IDH1 knockdown viability, ATP luminescence, 48 h | Potency, µM (doses to about 46.1 µM), inactives show top-dose activity, negative = toxicity, actives largely listed as cytotoxic;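 note: potency is the fitted concentration of half-maximal effect; 0% = DMSO wells and -100% = cell-free medium wells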
#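 In this qHTS, HT-1080 cells depleted of IDH1 are exposed for 48 h at 37 °C to compound titrations. Toxicity is scored from CellTiter-Glo luminescence, with DMSO as full viability and medium alone as none.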
# HT1080NT lethal: kills 2HG-producing HT-1080-NT fibrosarcoma cells | 1.6% of 360,000 active | HT-1080-NT fibrosarcoma viability, CellTiter-Glo ATP luminescence, 48 h | Potency, µM (titrated, usually from 46.1 µM), without a hit: at the top dose activity, negative = less viability, hits mostly cytotoxic;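 note: NT is the 2HG producing partner of a matched IDH1 knockdown line; potency is the fitted concentration of half-maximal effect; 0% = DMSO-treated cells and -100% = media-only wells without cells; nearly all actives have a fitted effect of over 55% in size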
#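 Read-out is CellTiter-Glo luminescence after 10 minutes at room temperature, following 48 hours' compound treatment of HT-1080-NT cells (750 cells/well, RPMI, 5% FBS, 37 degrees C).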
# MCF10A rerep: inducers of DNA re-replication in MCF 10A breast cells | MCF 10A DNA re-replication, Hoechst nuclear intensity, 48 h | 2.9% of 350,000 active | Potency, µM (titrated, usually from 46.1 µM), for inactives: at the highest dose activity, positive = re-replication, actives largely listed as activators; note: potency is the fitted concentration of half-maximal effect; % of control where 0% means no effect; nearly all actives have a fitted effect of over 50% in size
# KB-3-1 tox: kills parental KB-3-1 adenocarcinoma cells. 1.4% of 400,000 active. Potency, µM (titrated, usually from 46.1 µM), for the others: at the top dose activity change, negative = cytotoxic, actives largely listed as cytotoxic. KB-3-1 viability, CellTiter-Glo ATP luminescence, 72 h; note: potency is the fitted concentration of half-maximal effect; % is set by controls: 0 for no effect and ±100 for the full control effect; nearly all actives have a fitted effect of over 60% in size
#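 Multi-concentration cytotoxicity screen in KB-3-1 cells grown in DMEM lacking phenol red with 10% FBS. After 72 h at 37 °C with compound, ATP-dependent luminescence was recorded.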
# IL1B secr inh: inflammasome signaling inhibition, IL-1 beta readout. THP-1 LPS/ATP IL-1B secretion, AlphaLISA, 16 h; hits give low values. activity change, % at 57.5 µM. 4.7% of 360,000 active. AID 743279; in the data active = activity change below about -50%; inconclusive = mostly about -30% to -49%; note: % is set by controls: 0 for no effect and ±100 for the full control effect
#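 Secreted IL-1B measured by AlphaLISA bead assay after 16 h compound exposure of THP-1 cells; compounds (final up to 57.5 uM) added 1 h before LPS (250 ng/mL) and ATP (1.25 mM) stimulation; lower signal means less secretion.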
# D3 ag: agonists of human D3 dopamine receptor; P35462; D3R DiscoveRx beta-arrestin cells, luminescence, 90 min; max activation, %; 0.58% of 410,000 active; AID 652048; in the data active = max activation above about 30%; note: 0% is about no effect; mostly tested at two doses, the higher about 12 µM
# Target sequence (P35462 whole entry, looked up): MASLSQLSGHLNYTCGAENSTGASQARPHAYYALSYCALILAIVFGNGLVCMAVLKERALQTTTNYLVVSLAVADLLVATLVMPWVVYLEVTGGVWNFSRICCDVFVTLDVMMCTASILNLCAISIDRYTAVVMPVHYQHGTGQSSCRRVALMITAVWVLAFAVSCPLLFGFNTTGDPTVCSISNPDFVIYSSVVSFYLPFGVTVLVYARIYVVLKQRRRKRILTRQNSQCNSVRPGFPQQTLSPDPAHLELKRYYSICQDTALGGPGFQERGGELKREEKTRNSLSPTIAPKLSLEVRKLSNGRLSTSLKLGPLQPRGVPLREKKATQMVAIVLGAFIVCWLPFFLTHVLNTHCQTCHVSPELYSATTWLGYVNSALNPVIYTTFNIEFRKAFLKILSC
#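 Agonist mode: compounds and dopamine controls were applied to plated cells for 90 min at 37 degrees C after an overnight attachment at 1500 cells/well. Luminescent read-out followed 30 - 60 minutes at room temperature with DiscoveRx detection reagent.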
# GLP1R cytotox: cytotoxicity in counter-screen for GLP-1R inverse agonists | 0.13% of 410,000 active | AID 624418 | Potency, µM (titrated, usually from 38.3 µM), without a hit: at the highest dose activity change, negative = inhibition, hits mostly inhibitors | HEK293 cAMP-luciferase reporter cells, luminescence, 24 h;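 note: loss of luciferase light is scored as toxicity; potency is the fitted concentration of half-maximal effect; % is set by controls: 0 for no effect and ±100 for the full control effect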
#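 1536-well qHTS counterscreen of the MLSMR; 200 cells/uL, 12 h pre-incubation, 23 nL cpd, 24 h at 37 deg C 5% CO2, luciferase detection reagent, 12 min RT, luminescence. Inhibition = undesired.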
# SW480 rerep: induces DNA re-replication in SW480 colon adenocarcinoma cells; Potency, µM (titrated, usually from 46.1 µM), without a hit: at the highest dose re-replication activation, actives largely listed as activators; 1.8% of 340,000 active; SW480 DNA re-replication, Hoechst DNA content imaging, 48 h; AID 624297; note: potency is the fitted concentration of half-maximal effect; % of control where 0% means no effect; nearly all actives have a fitted effect of over 55% in size
#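 DNA re-replication was detected as more nuclei of elevated Hoechst intensity after 48 hr exposure to compound (23 nL pinned per well of 250 cells).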
# Starred values were filed as active, the others as inactive; i = inactive; u = inconclusive; x = no result given; [ ] = another dose, or the depositor's remark. Unless noted, calls come from the whole dose curve; as a rule, active = well fitted curve in the direction sought with a large enough effect; inconclusive = small, poorly fitted or top-dose-only effect, or another doubt; inactive = no such curve, though single readings can be large; an effect the other way counts as inactive or inconclusive.
SMILES,KB-V1 MDR tox,HT1080 IDH1KD tx,HT1080NT lethal,MCF10A rerep,KB-3-1 tox,IL1B secr inh,D3 ag,GLP1R cytotox,SW480 rerep
COCC(C)NC(=O)Cc1ccc(F)cc1 (configuration not stated),9%,17%,15%,2%,5%,5,2,-5%,-1%
O=C(CSc1nnc(NC(=O)c2ccccc2)s1)NC1CCCC1,-3%,-3%,-18%,-15%,-2%,14,2,-2%,-30%[inhibitor]
Cc1ccc(CNC(=O)CN(C(=O)C2(C)CC(=O)N=C3C=CC=CN32)c2cc(C)ccc2C)cc1 (configuration not stated),3%,7%,14%,-2%,2%,7,3,-5%,-5%
COc1ccc(C(=O)Nc2nnc(C(F)(F)F)s2)cc1,4%,-10%,2%,-3%,0%,-6,4,-6%,-8%[9.22 µM]
COc1ccc(CCNC(=O)c2cccnc2)cc1,-8%,2%,6%,16µM*,-5%,14,13,-1%,u
Cc1csc(NC(=O)C2CCCN(S(=O)(=O)c3cnc[nH]3)C2)n1 (configuration not stated),-5%,2%,-1%,14%,-8%,14,7,5%,1%
Cn1c2ccccc2c2nnc(SCC(=O)NCc3ccoc3)nc21,u,4%,0%,-1%,5%,23,3,-25%,-1%
CCOCCCn1c(SCC(=O)Nc2cc(C(C)(C)C)nn2-c2ccccc2)nc2ccccc2c1=O,-11%,27%,21%,-9%,3%,1,3,-10%,-6%
Cc1cc(C)nc(NN2C(=O)/C(=C/c3ccccc3)SC2=S)n1,24%,1%,7%,u,6%,3,10,1%,-5%
CCC(C(=O)Nc1ccon1)c1ccccc1 (configuration not stated),0%,8%,24%,7%,-8%,7,20,-4%,7%
CN1CC(=O)N(CC(=O)N2N=C(c3ccc(Cl)cc3)CC2c2ccco2)C1=O (configuration not stated),22%,-1%,15%,-2%,-4%,-4,-4,22%,-7%
Cc1c(/C=N/Nc2ccc(F)cc2)c(O)n(C)c(=O)c1C#N,0%,1%,2%,-16%,-3%,1,-3,-16%,u
COc1ccc(C(=O)NC(=S)NCc2ccco2)cc1,-9%,2%,4%,1%,-5%,-4,-10,13%,-18%
Cc1ccc(SCCN2CCN(Cc3ccccc3)CC2)cc1,-16%,-3%,5%,15%,-15%,0,-18,-12%,3%
N#Cc1ccccc1S(=O)(=O)N1CCN(Cc2cc3c(cc2Br)OCCO3)CC1,u,-18%,0%,x,-7%,-1,1,5%,x
O=C1c2cnc3nc(SCc4ccccc4)nn3c2CC2c3ccccc3CCN12 (configuration not stated),-16%,1%,-22%,2.3µM*,0%,0,-12,18%,4.1µM*
O=C(CNC(=O)c1ccco1)Nc1ccc(S(=O)(=O)N2CCCC2)cc1,5%,7%,7%,55%[0.0737 µM],1%,3,-2,6%,0%
CC(=O)Nc1ccc(NC(=O)C2CCN(c3cnccn3)CC2)cc1,0%,x,x,x,-2%,x,1,-6%,x
CC(OC(=O)C1=COCCO1)C(=O)Nc1ccc(Oc2ccccc2)cc1 (configuration not stated),-8%,-23%,-6%,6%,11%,-14,0,0%,-6%
CCCS(=O)(=O)N1CCC(C(=O)NCc2ccccc2Cl)CC1,2%,6%,13%,-1%,27%,-4,7,-6%,-2%

# Overlap with the part before: five entries, followed by the next part.
SMILES,KB-V1 MDR tox,HT1080 IDH1KD tx,HT1080NT lethal,MCF10A rerep,KB-3-1 tox,IL1B secr inh,D3 ag,GLP1R cytotox,SW480 rerep
O=C1c2cnc3nc(SCc4ccccc4)nn3c2CC2c3ccccc3CCN12 (configuration not stated),-16%,1%,-22%,2.3µM*,0%,0,-12,18%,4.1µM*
O=C(CNC(=O)c1ccco1)Nc1ccc(S(=O)(=O)N2CCCC2)cc1,5%,7%,7%,55%[0.0737 µM],1%,3,-2,6%,0%
CC(=O)Nc1ccc(NC(=O)C2CCN(c3cnccn3)CC2)cc1,0%,x,x,x,-2%,x,1,-6%,x
CC(OC(=O)C1=COCCO1)C(=O)Nc1ccc(Oc2ccccc2)cc1 (configuration not stated),-8%,-23%,-6%,6%,11%,-14,0,0%,-6%
CCCS(=O)(=O)N1CCC(C(=O)NCc2ccccc2Cl)CC1,2%,6%,13%,-1%,27%,-4,7,-6%,-2%
CC(=O)c1ccc(N2CCN(C(=O)c3ccccc3SCC(=O)NCc3ccco3)CC2)c(F)c1,21µM*,-7%,-8%,1%,-14%,1,2,10%,-8%
CCN(CC)C(=O)CSc1nc(-c2ccccc2)cc(-c2ccc(OC)cc2)c1C#N,0%,x,x,x,-1%,x,-3,3%,x
CCc1cc2c(SCC(=O)N(C)C3CCS(=O)(=O)C3)ncnc2s1 (configuration not stated),-11%,-1%,-6%,11%,-5%,7,0,174%[activator],2%
Cc1c(CCC(=O)NCCCC(=O)O)c(=O)oc2cc3oc4c(c3cc12)CCCC4,-5%,12%,2%,-16%,-2%,-19,-4,27%,-15%
Cc1ccc(-c2noc(-c3ccccc3F)n2)cc1,-11%,2%,7%,2%,14%,-3,1,-4%,-5%
CN1CCN(c2ccc(S(=O)(=O)N3CCCCC3)cc2NC(=O)CCc2ccccc2)CC1,-18%,-5%,4%[9.24 µM],u,-6%,u,-6,-13%,3%
O=C(NCCc1ccc(F)cc1)C(=O)NCC(c1cccs1)S(=O)(=O)c1ccc(F)cc1 (configuration not stated),-27%,x,x,x,5%,x,8,-2%,x
CCOc1cc(NC(=S)NCCCN2CCOCC2)c(OCC)cc1NC(=O)c1ccco1,-7%,13%,-1%,2%,-3%,-10,-12,-1%,-2%
CCOC(=O)c1ccc(NC(=O)C(C)N(c2ccc(OCC)cc2)S(C)(=O)=O)cc1 (configuration not stated),-10%,x,x,x,-2%,x,-11,-6%,x
Cc1ccc(CC(NC(=O)c2ccccc2)C(=O)N2CCCC2C(=O)O)cc1 (configuration not stated),24%,12%,9%,-14%,7%,13,3,6%,-2%
O=C(C1CCN(S(=O)(=O)c2cnc[nH]2)CC1)N1CCN(Cc2ccc3c(c2)OCO3)CC1,10%,10%,10%,-35%[inhibitor],-2%,0,-3,-6%,-12%
CCCC(=O)Nc1c2c(nn1-c1ccccc1)CSC2,13%,3%,-8%,4%,1%,-9,6,3%,-34%
Cc1ccc(C(=O)COC(=O)c2cn3ccccc3n2)cc1,u,8%,4%,0.58µM*,-24%,4,15,1%,15%
CCC(C)c1ccccc1N1CC(C(=O)NCCC2=CCCCC2)CC1=O (configuration not stated),23µM*,1%,-2%,-5%,-3%,-3,-6,-21%,2%
COc1ccc(-n2c(=S)[nH]c3cc(C(=O)Nc4ccc(OC)c(OC)c4)ccc3c2=O)cc1,4%,u,u,u,7%,14,-3,1%,-29%
CCOc1ccc(NC(=O)Nc2nnc(CC)s2)cc1,-9%,20%,21%,5%,10%,-6,-2,-2%,-5%
CCc1ccc(/C=C2\SC(=S)N(CCC(=O)NCCCN3CCOCC3)C2=O)cc1,10%,u,u,u,-3%,-88*,1,u,u
Cc1cc(C)n(-c2ccc(Cl)c(C(=O)Nc3cc(C(F)(F)F)ccc3Cl)n2)n1,-23%,-1%,9%,6%,4%,14,-5,-1%,-7%
Cc1ccc(CNC(=O)C2CCCN(S(=O)(=O)c3ccc(F)cc3)C2)cc1 (configuration not stated),u,25%,7%,-31%[inhibitor],8%,i,-4,-7%,-5%
O=C(Cn1ccc(=O)[nH]c1=O)c1ccc([N+](=O)[O-])o1,-3%,u,u,x,-3%,u,0,u,x
CC(C)OC(=O)C(C)Nc1n[nH]c(=S)[nH]c1=O (configuration not stated),-4%,17%,11%,-41%[inhibitor],5%,0,11,1%,u
C[C@H](NC(=O)c1ccccc1F)C(=O)N1CCC2(CC1)NCCc1[nH]cnc12,14%,-6%,-3%,3%,1%,5,6,-12%,-6%
CC(C)(C)c1ccc(C(=O)c2c[nH]c(C(=O)NCc3cccs3)c2)cc1,-1%,-3%,-6%,4%,0%,-6,7,-28%,0%
CCN1/C(=C\C(C)=O)Sc2ccc(OC)cc21,-1%,-2%,0%,27%,-3%,3,-3,5%,-15%
COC(=O)[C@]1(Cc2ccccc2)N[C@H](CN(C)C(=O)Nc2ccc(OC)cc2)[C@@H]2C(=O)N(C)C(=O)[C@@H]21,14%,1%,-3%,-9%,18%,5,4,-5%,-34%[inhibitor][9.22 µM]
Cc1cc(C)c2cc(C#N)c(NCCNC(=O)c3cccnc3)nc2c1,-15%,1%,5%,x,28%,-12,4,-11%,x
O=C(Nc1nc(=S)ss1)c1c(F)cccc1F,17%,-1%,3%,-21%,1%,25,3,7%,1%
O=C(NCc1ccccn1)C(=O)Nc1nc(C23CC4CC(CC(C4)C2)C3)cs1,-26%,u,u,20%,u,0,1,-8%,-1%
COc1cccc(-n2c(SC3CCOC3=O)nc3ccccc3c2=O)c1 (configuration not stated),9%,6%,2%,2%,8%,3,-17,-5%,-12%
CCN(c1cccc(C)c1)S(=O)(=O)c1cc(CN2C(=O)c3cccnc3C2=O)ccc1OC,u,9%,-2%,-4%,-4%,21,-1,-11%,u
O=C(CN1C(=O)c2ccccc2S1(=O)=O)Nc1ccc(S(=O)(=O)N2CCCC2)cc1,13%,13%,4%,0%,-11%,24,-7,5%,-14%
COc1ccc(C(=O)NCC2OCCc3ccccc32)cc1OC (configuration not stated),-7%,2%,-3%,-2%,3%,u,-6,14%,-9%
CCOC(=O)c1sc2nc(C)nc(SCC(=O)N(CC)C3CCS(=O)(=O)C3)c2c1C (configuration not stated),u,9%,9%,-4%,-5%,22,-1,9%,u
COc1ccc(CNC(=O)CN2C(=O)C3C4C=CC(C4)C3C2=O)cc1 (configuration not stated),-12%,3%,10%,-1%,-10%,4,-1,1%,-12%

# One compound at a time, from the list above. Values in the order: KB-V1 MDR tox	HT1080 IDH1KD tx	HT1080NT lethal	MCF10A rerep	KB-3-1 tox	IL1B secr inh	D3 ag	GLP1R cytotox	SW480 rerep
# `O=C(CN1C(=O)c2ccccc2S1(=O)=O)Nc1ccc(S(=O)(=O)N2CCCC2)cc1` in the list: 13%	13%	4%	0%	-11%	24	-7	5%	-14%
# `COc1ccc(C(=O)NCC2OCCc3ccccc32)cc1OC` (configuration not stated) in the list: -7%	2%	-3%	-2%	3%	u	-6	14%	-9%
